FLuc modulator: qHTS profiling assay for firefly luciferase inhibitor/activator using purifed enzyme and Km concentrations of substrates (counterscreen for miR-21 project); Luciferin 4-monooxygenase (Photinus pyralis), P08659; purified FLuc, Km substrates, luminescence inhibition; Potency, µM (series often up to 57.5 µM), for the others: at the top dose activity change, negative = inhibition, actives largely listed as inhibitors; 360,000 tested, 6.9% active; AID 588342, 2011; active = well fitted inhibition curve with a large enough effect; inconclusive = small, poorly fitted or top-dose-only effect;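 note: plate controls were vehicle for no effect and reference inhibitor for full effect; nearly all actives have a fitted effect of over 55% in size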
Target sequence (P08659 whole entry, looked up): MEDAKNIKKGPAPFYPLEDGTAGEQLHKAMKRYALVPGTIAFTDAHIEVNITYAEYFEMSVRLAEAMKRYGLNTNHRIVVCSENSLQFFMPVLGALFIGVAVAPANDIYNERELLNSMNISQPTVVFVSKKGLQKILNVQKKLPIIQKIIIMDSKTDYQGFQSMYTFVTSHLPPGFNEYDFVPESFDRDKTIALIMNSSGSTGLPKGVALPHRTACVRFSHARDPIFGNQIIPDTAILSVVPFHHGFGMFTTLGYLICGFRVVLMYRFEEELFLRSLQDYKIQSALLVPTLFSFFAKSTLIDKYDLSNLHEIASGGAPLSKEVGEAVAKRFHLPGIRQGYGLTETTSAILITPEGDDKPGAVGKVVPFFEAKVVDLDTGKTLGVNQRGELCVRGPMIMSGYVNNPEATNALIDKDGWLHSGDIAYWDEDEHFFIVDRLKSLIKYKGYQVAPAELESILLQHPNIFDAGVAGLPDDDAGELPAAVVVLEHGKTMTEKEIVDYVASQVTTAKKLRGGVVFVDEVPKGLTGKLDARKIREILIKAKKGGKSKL
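Purified P. pyralis luciferase, 10 nM final, with Km-level 10 uM D-luciferin and 10 uM ATP in 50 mM Tris acetate pH 7.5, 10 mM Mg acetate, 0.01% Tween-20, 0.05% BSA; 6-point qHTS titration about 60 µM downward; luminescence read.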
* marks the source's active call; other numbers are inactive results; ? = inconclusive. Potency is the fitted concentration of half-maximal effect.

SMILES	FLuc modulator
COc1ccc(NC(=O)c2c(C)oc3ccc(O)c(CN4CCN(Cc5ccccc5)CC4)c23)cc1Cl	-1%
CCOC(=O)c1noc2nc(C)n(CC(=O)NC(C)CC)c(=O)c12 (configuration not stated)	0%
COc1ccc(N2CCN(Cc3nnc(-c4ccc5c(c4)OCO5)o3)CC2)cc1	-8%
Cc1ccc2[nH]c(CSc3nnc(NC(=O)c4ccccc4F)s3)cc(=O)c2c1	?
CCN(CCCNC(=O)c1cc2c(=O)n(C)c3ccccc3c2s1)c1ccccc1	-6%
COc1ccc(OC)c(NC(=O)N2CC3CCCN3c3ccccc32)c1 (configuration not stated)	-6%
O=C(Nc1ccc(OC(F)(F)F)cc1)c1cc2ccccn2n1	2.7µM*
O=C(Nc1ccccc1C(F)(F)F)c1cc2nc(-c3ccccc3)cc(-c3ccccc3)n2n1	-1%
CCCCc1ccc(-n2nc3cc(C)c(NC(=O)c4ccc(C#N)cc4F)cc3n2)cc1	-2%
CC(C)c1ccc(NC(=O)C2CCN(C(=O)c3ccc(F)cc3)CC2)cc1	-3%
CN1CCN(c2nc3c(S(=O)(=O)c4ccc(Br)cc4)nnn3c3ccsc23)CC1	4%
CCc1ccccc1NC(=O)Cn1nc(CC)n2c(cc3sccc32)c1=O	4%
COc1cccc(NC(=O)CSc2nccn2Cc2ccc3c(c2)OCO3)c1	-11%
CC(C(=O)NCc1ccccc1Cl)n1ccc2cc(S(=O)(=O)N3CCCCC3)ccc21 (configuration not stated)	-2%
O=C(Cn1c(=O)n(-c2ccc(Cl)cc2)c(=O)c2c3c(sc21)CCC3)c1ccccc1	-1%
Cc1ccc(S(=O)(=O)N(CCc2ccccc2)CC(=O)Nc2ccc(Br)cc2)cc1	-2%
O=c1[nH]c2ccc(NCc3ccc(-c4cccc(Cl)c4)o3)cc2[nH]1	-9%
CCc1ccccc1NC(=O)CSc1ncc2c(n1)-c1ccccc1N(C)S2(=O)=O	-2%
Cc1ccc(-n2c(SCC(=O)NCc3ccccc3)nc3n[nH]c(C)c3c2=N)cc1Cl	-1%
COc1ccc2nc(NC(=O)c3nc(S(=O)(=O)Cc4ccccc4)ncc3Cl)sc2c1	-22%
CCN(CC)CCCNC(=O)Cc1csc2nc(-c3ccc(Cl)cc3)cn12	-13%
CC(=O)Nc1ccc(S(=O)(=O)Nc2nc3n(n2)C(c2ccccc2)C=C(c2ccc(Cl)cc2)N3)cc1 (configuration not stated)	?
CCc1ccc2c(c1)NC(c1cccs1)=NC(c1ccc(F)cc1)=N2	?
CCCCn1c(SCC(=O)Nc2cccc(OC)c2)nc2c(sc3ccccc32)c1=O	0%
CCCCOC(=O)/C(C#N)=C/c1ccc(-c2cccc(C(F)(F)F)c2)o1	4%

Individual results from the entries so far:
CC(C(=O)NCc1ccccc1Cl)n1ccc2cc(S(=O)(=O)N3CCCCC3)ccc21 (configuration not stated) | FLuc modulator: -2%
Cc1ccc(S(=O)(=O)N(CCc2ccccc2)CC(=O)Nc2ccc(Br)cc2)cc1 | FLuc modulator: -2%
CCOC(=O)c1noc2nc(C)n(CC(=O)NC(C)CC)c(=O)c12 (configuration not stated) | FLuc modulator: 0%

Next section
SMILES	FLuc modulator
CCc1ccccc1NC(=O)Cn1nc(C)c2nn(-c3ccc(Cl)cc3)c(C)c2c1=O	-2%
Cc1cc(C)cc(-n2c(C)nc3cc(C(=O)NCc4ccc(F)cc4)ccc32)c1	-3%
CC(Oc1ccc(F)cc1)C(=O)Nc1cc(-c2ccc(F)c(F)c2)no1 (configuration not stated)	1%
O=C(c1cccs1)c1cn(CCOc2ccc(F)cc2)c2ccccc12	-5%
CCOc1ccc(C2CC(=O)n3nc(-c4ccc(C)cc4)nc3S2)cc1 (configuration not stated)	-7%
CC(C)c1ccc(CNCCSc2nnnn2-c2ccccc2)cc1	2%
CCOC(=O)c1c(C)oc2nc(C)nc(NCCCN3CCN(c4cc(Cl)ccc4C)CC3)c12	-1%
CCCCOc1ccc(C(=O)N2CCCCC2CCN2CCOCC2)cc1 (configuration not stated)	-1%
Cc1ccc(Cl)cc1N1CCN(C(=O)C2CCN(Cc3nc(-c4cccc(Cl)c4)oc3C)CC2)CC1	?
Cc1c(C(=O)N(Cc2cccc(F)c2)C2CCS(=O)(=O)C2)oc2cc(Br)ccc12 (configuration not stated)	-10%
CCOc1ccccc1C(=O)Nc1ccc2c(c1)N(C)C(=O)c1ccccc1S2	-9%
CCc1ccccc1NC(=O)Nc1c[nH]c(=O)[nH]c1=O	-1%
CC(C)CC(=O)Nc1ccccc1OCc1cc(=O)n2ccccc2n1	-6%
CC(C)c1ccc(NC(=O)CSC2=Nc3ccccc3C3=NC(CCC(=O)NCc4ccc(F)cc4)C(=O)N23)cc1 (configuration not stated)	-2%
COC(=O)Cn1c(=O)c2cccn2c2cccnc21	-9%
COc1cccc(-c2nc(Cn3c(=O)cc(C)c4c(C)nn(-c5ccccc5)c43)c(C)o2)c1OC	-2%
COc1ccccc1C(=O)OCc1cc(=O)n2nc(C3CC3)sc2n1	-4%
CCC(Sc1nc2nccnc2c(=O)n1Cc1ccc(C)cc1)C(=O)NC1CCCCC1 (configuration not stated)	0%
CCS(=O)(=O)c1nc(S(=O)(=O)c2ccc(C)cc2)c(NCc2ccccc2Cl)s1	0%
CCOC(=O)c1sc2ccccc2c1S(=O)(=O)N1CCN(c2cccc(C)c2)C(C)C1 (configuration not stated)	4%
CC(C)NC(=O)C1CCCN(c2ncnc3onc(-c4ccc(F)cc4)c23)C1 (configuration not stated)	-6%
O=C(Nc1cccc(C(F)(F)F)c1)c1noc2c1CCc1ccccc1-2	?
CCc1ccc2nc(N(CCN(CC)CC)C(=O)c3cccs3)sc2c1	-3%
CCOc1ccccc1NC(=O)Cn1ccn(Cc2ccc(C)cc2)c(=O)c1=O	2%
COc1ccc(NC(=O)C(NS(=O)(=O)c2cccc3nsnc23)C(C)C)cc1 (configuration not stated)	2%

Random excerpt: 2 entries already listed, in no set order.
SMILES	FLuc modulator
CCc1ccccc1NC(=O)Cn1nc(C)c2nn(-c3ccc(Cl)cc3)c(C)c2c1=O	-2%
CCN(CC)CCCNC(=O)Cc1csc2nc(-c3ccc(Cl)cc3)cn12	-13%

Continued.
SMILES	FLuc modulator
COc1ccc(-c2nc3sc(CCNC(=O)C(=O)Nc4cc(C)cc(C)c4)c(C)n3n2)cc1	1%
O=C(c1cc2ccccc2oc1=O)N(Cc1cccc(Cl)c1)C1CCS(=O)(=O)C1 (configuration not stated)	0%
CCC(C(=O)OC)n1cnc2c(cnn2-c2ccc(F)cc2)c1=O (configuration not stated)	7%
CCn1c(CN2CCCCC2)nc2cc(NC(=O)COc3ccccc3C(C)(C)C)ccc21	-6%
CC(CNC(=O)c1ccc2nc(CCc3ccccc3)oc2c1)c1ccccc1 (configuration not stated)	-6%
O=C(NCCSCc1cccc(Cl)c1)C1CCN(S(=O)(=O)Cc2ccccc2)CC1	-1%
O=C(Cn1ccc2cc(S(=O)(=O)N3CCCCCC3)ccc21)NCc1cccc(Cl)c1	8%
O=C(Cc1ccccc1)Nc1cccc(-c2cn3cccnc3n2)c1	?
Cc1c(C(=O)NCc2ccccc2Cl)sc2nc3n(c(=O)c12)CCCCC3	5%
COc1cc(CNC(=O)c2ccc3c(c2)N(C)C(=O)C2CCCCN32)cc(OC)c1OC (configuration not stated)	0%
CCS(=O)(=O)N1CC(=O)N(c2ccc(Cl)cc2)C(C)(C(=O)NC2CCCCCC2)C1 (configuration not stated)	-5%
CCCC(=O)Nc1ccc2nn(-c3ccc(CC)cc3)nc2c1	?
CC(=O)c1ccc(NC(=O)C2CCCN(S(=O)(=O)c3cn(C)cn3)C2)cc1 (configuration not stated)	-2%
COc1cc(NC(=O)c2ccc(NC(=O)N3CCSc4ncccc43)cc2)cc(OC)c1	-10%
CC1Cn2cc(C(=O)Nc3cccc(C(F)(F)F)c3)c(=O)c3c(Cl)ccc(c32)O1 (configuration not stated)	3%
CCN(CC)c1ccc(NC(=O)COCc2cc(-c3ccc4c(c3)OCO4)on2)c(C)c1	?
Cc1ccc(C(=O)N2c3ncnn3C3(CCCCC3)[C@@H]3CCCC[C@@H]32)cc1	-11%
CN(C(=O)CSc1nnc(-c2ccc([N+](=O)[O-])cc2)o1)c1ccccc1	2%
CCOC(=O)c1ccc(NC(=O)c2sc3ccccc3c2Cl)cc1	3%
COc1ccc(C2C=C(c3ccccc3)Nc3nc(NS(=O)(=O)c4ccc(Cl)cc4)nn32)cc1 (configuration not stated)	2%
COc1ccc(-c2nc3sc(CCNC(=O)Cc4ccc(Cl)cc4)c(C)n3n2)cc1	-18%
COc1cccc(N2CCN(C(=O)c3nn(C)c4c3CSc3ccc(C)cc3-4)CC2)c1	0%
CC1CCc2noc(NC(=O)c3ccccc3[N+](=O)[O-])c2C1 (configuration not stated)	-6%
Cc1ccc(-n2ncc(C(=O)NCc3ccccn3)c2C2CCN(C(=O)OC(C)(C)C)CC2)cc1C	-8%
CCC(Cc1ccccc1)NC(=O)c1cccc(Nc2nc3ccccc3nc2-n2nc(C)cc2C)c1 (configuration not stated)	1%
SMILES	FLuc modulator
COC(=O)c1ccc(NC(=O)CSc2ccc(-c3sc(-c4ccccc4)nc3C)nn2)cc1	-16%
CCOC(=O)c1ccc(N2CCN(c3cc(Cl)ccc3C)CC2)c(NC(=O)Nc2ccc(OCC)cc2)c1	3%
Cc1cccc(N2CCN(Cc3cc(=O)oc4cc(C)ccc34)CC2C)c1 (configuration not stated)	7%
COc1ccc(NC(=O)CSc2oc(-c3ccco3)nc2S(=O)(=O)c2ccc(Br)cc2)c(OC)c1	-5%
COC(=O)c1ccc(CSc2nnc3ccc4ccccc4n23)cc1	?
COc1ccc(-c2nc3cc(NC(=O)COc4ccc(C)c(C)c4)ccc3o2)cc1	6%
CCOC(=O)c1ccc(NC(=O)CS(=O)(=O)Cc2nc(-c3ccc(C)cc3)oc2C)cc1	-5%
Fc1ccc(-c2nn(-c3ccc(Cl)cc3)c3c2cnc2ccc(F)cc23)cc1	-1%
Cc1ccc(C)c(N(C)C(=O)c2cn(C)c(=O)c3ccccc23)c1	-12%
Cc1c(C(=O)N2CCC(C(=O)Nc3ccc(F)c(Cl)c3)CC2)sc2nc[nH]c(=O)c12	1%
CCC1CCc2c(sc(NC(=O)C3c4ccccc4Oc4ccccc43)c2C#N)C1 (configuration not stated)	4%
COc1ccc(Cc2nc3ccc(C(=O)NCCc4ccc(Cl)cc4)cc3o2)cc1	3%
Cc1cccn2c(=O)c(C(=O)N3CCN(c4ccccc4)CC3)cnc12	1%
CCOc1ccc(CNC(=O)C2CCN(S(=O)(=O)N3CCCCC3)CC2)cc1	0%
Cc1c(CNCc2ccc(OC(C)C)cc2)c(C(=O)O)c(C)n1Cc1ccc(Cl)cc1	-2%
CCc1nn(CC(=O)NCc2ccc(OC)c(OC)c2)c(=O)c2cc3sc(C)cc3n12	-5%
CCOC(=O)c1ccc(NC(=O)c2cn(-c3ccccc3)nc2-c2ccc(OC)c(OC)c2)cc1	-1%
COc1cc(NC(=O)Cc2c(C(=O)O)c(C)cn2C)cc(OC)c1	?
Cc1cc(Br)ccc1NC(=O)CSc1c2c(nc3ccccc13)CCC2	-12%
C=C(C)Cn1c(SCC(=O)Nc2cccc(Cl)c2)nc2sc3c(c2c1=O)CCCC3	-7%
COc1ccccc1CNC(=O)c1cccc(NC(=O)N2CCSc3ncccc32)c1	-3%
Cc1nnc2c(N3CCN(c4ccccc4)CC3)nc3ccc(C(=O)c4ccccc4)cc3n12	-1%
COc1cccc(-c2nc(S(=O)(=O)c3ccccc3)c(N3CCC(C)CC3)o2)c1	6%
Cc1nc2cccnc2n1C1CCN(S(=O)(=O)c2ccc(Cl)cc2)CC1	-14%
Cc1cc(OCC(=O)Nc2ccc(C(=O)OC3CCCCC3)cc2)cc(C)c1Cl	-5%
SMILES	FLuc modulator
COC(=O)c1ccc(OCC(O)Cn2cnc3cc(C)c(C)cc32)cc1 (configuration not stated)	-1%
CNc1ncnc2c1cnn2-c1ccc(C)c(C)c1	11µM*
CCCCCn1c(CCCNC(=O)c2cccc(C)c2)nc2ccccc21	-2%
CCN1c2ccccc2-c2nc(SCC(=O)NCc3ccccc3)ncc2S1(=O)=O	-2%
Cc1ccc(C)c(NC(=O)CSc2cn(CC(=O)N3CCCC3)c3ccccc23)c1	-10%
COc1ccc(C)cc1NC(=O)Nc1ccccc1OCc1cc(=O)n2ccccc2n1	-7%
COc1ccccc1OCC(=O)Nc1nnc2n1CCS2	-1%
Cc1ccccc1Nc1ncnc2c1c(-c1ccccc1)cn2-c1ccc(F)cc1	3%
CCOc1ccc(S(=O)(=O)NCC(c2cccs2)S(=O)(=O)c2ccc(C)cc2)cc1 (configuration not stated)	1%
CCc1cccc(NC(=O)CN2C=NS(=O)(=O)c3ccccc32)c1	6%

By substructure: the entries above containing a furan ring, fused or not (six)
SMILES	FLuc modulator
COc1ccc(NC(=O)c2c(C)oc3ccc(O)c(CN4CCN(Cc5ccccc5)CC4)c23)cc1Cl	-1%
O=c1[nH]c2ccc(NCc3ccc(-c4cccc(Cl)c4)o3)cc2[nH]1	-9%
CCCCOC(=O)/C(C#N)=C/c1ccc(-c2cccc(C(F)(F)F)c2)o1	4%
CCOC(=O)c1c(C)oc2nc(C)nc(NCCCN3CCN(c4cc(Cl)ccc4C)CC3)c12	-1%
Cc1c(C(=O)N(Cc2cccc(F)c2)C2CCS(=O)(=O)C2)oc2cc(Br)ccc12 (configuration not stated)	-10%
COc1ccc(NC(=O)CSc2oc(-c3ccco3)nc2S(=O)(=O)c2ccc(Br)cc2)c(OC)c1	-5%

Filtered by structure: the compounds so far with a COOH group
SMILES	FLuc modulator
Cc1c(CNCc2ccc(OC(C)C)cc2)c(C(=O)O)c(C)n1Cc1ccc(Cl)cc1	-2%
COc1cc(NC(=O)Cc2c(C(=O)O)c(C)cn2C)cc(OC)c1	?

Assay outcomes deposited in PubChem by National Center for Advancing Translational Sciences (NCATS).

Only part of the results is shown. The share of hits here may be higher or lower than overall.
